# High-throughput results: PubChem BioAssay, National Center for Advancing Translational Sciences (NCATS)
# BAZ2B block: qHTS Assay for Inhibitors of BAZ2B. AID 504333, 2011. 4.4% of 360,000 active. Bromodomain adjacent to zinc finger domain protein 2B (Homo sapiens), Q9UIF8. AlphaScreen BAZ2B-H3K14Ac peptide displacement. Potency, µM (series often up to 114 µM), for inactives: at the top dose activity change, negative = inhibition, most hits filed as inhibitors; note: % is set by controls: 0 for no effect and ±100 for the full control effect; nearly all actives have a fitted effect of over 60% in size
#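 BAZ2B 50 nM plus b-H3(5-23)K14Ac 50 nM, PBS pH 7.4/0.01% Tween-20, 30 min RT; compound added (max 110 uM), 30 min RT; streptavidin donor/Ni-chelate acceptor beads 10 ug/mL final, 20 min dark; AlphaScreen read.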
# POLB inh: qHTS Assay for Inhibitors of DNA Polymerase Beta; Pol beta primer extension/strand displacement, fluorescence kinetic; Potency, µM (highest dose often 114 µM), for the others: at the highest dose activity change, negative = inhibition, usual class: inhibitors; 1.3% of 340,000 active; note: % is set by controls: 0 for no effect and ±100 for the full control effect
#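 10 nM enzyme + cpd, 15 min RT; start with substrate 50 nM final; read 0 min and after 10 min RT. Corrected, normalized data; 4-parameter Hill curve fit.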
# Apoferritin bind: qHTS Assay for Identification of Novel General Anesthetics | Ferritin light chain (Equus caballus), P02791 | 0.074% of 350,000 active | Potency, µM (highest dose often 77.5 µM), for inactives: top-dose activity change, negative = displacement, actives largely listed as inhibitors | apoferritin/1-aminoanthracene competitive binding, fluorescence; note: % is set by controls: 0 for no effect and ±100 for the full control effect; nearly all actives have a fitted effect of over 20% in size
# Target sequence (P02791 2-175 limits assumed): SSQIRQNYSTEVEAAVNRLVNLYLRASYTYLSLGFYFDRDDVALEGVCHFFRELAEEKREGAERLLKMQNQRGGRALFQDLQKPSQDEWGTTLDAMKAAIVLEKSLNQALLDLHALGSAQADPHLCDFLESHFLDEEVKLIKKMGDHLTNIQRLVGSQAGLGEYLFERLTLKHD
#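 In PBS, apoferritin at 10 uM is loaded with 1-AMA from a 50% saturated solution. After 10 min of compound exposure at ambient temperature, reduced 535 nm fluorescence indicates probe displacement.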
# G9a block: qHTS Assay for Inhibitors of Histone Lysine Methyltransferase G9a. Histone-lysine N-methyltransferase EHMT2 (Homo sapiens), Q96KQ7. G9a H3K9 monomethylation, AlphaScreen, 2 h. Potency, µM (top dose mostly 102 µM), inactives show at the highest dose activity, negative = inhibition, hits mostly inhibitors. 8.8% of 350,000 active. AID 504332, 2011; note: % is set by controls: 0 for no effect and ±100 for the full control effect; nearly all actives have a fitted effect of over 75% in size
#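 G9a (20 nM) preincubated 15 min RT with compounds, then 500 nM biotinylated H3K9 peptide and 20 uM SAM added; 2 h RT reaction. Monomethyl-H3K9 product detected by AlphaScreen with anti-H3K9me1 antibody, streptavidin donor and anti-rabbit IgG acceptor beads.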
# Pol iota inh: qHTS for Inhibitors of Polymerase Iota. Potency, µM (top dose mostly 115 µM), without a hit: at the highest dose activity, negative = inhibition, most hits filed as inhibitors. 1% of 390,000 active. Pol iota fluorescent replication assay, 10 min. AID 588590, 2011
#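 Pol iota at 10 nM preincubated 15 min with compounds at room temperature; reaction started with fluorescent substrate, 50 nM final. Fluorescence read kinetically at 0 and 10 min; buffer-only wells as negative control.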
# POLK inh: qHTS for Inhibitors of Polymerase Kappa; DNA polymerase kappa (Homo sapiens), Q9UBT6; purified Pol kappa, fluorescent DNA synthesis assay, 10 min; Potency, µM (titrated, usually from 107 µM), without a hit: at the highest dose activity, negative = inhibition, hits mostly inhibitors; 0.53% of 400,000 active; AID 588579, 2011; note: % is set by controls: 0 for no effect and ±100 for the full control effect
#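 Kinetic fluorescence screen: compound preincubated 15 min RT with 10 nM enzyme; 50 nM substrate (final) initiates; reads at 0/10 min.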
# POLH inh: qHTS for Inhibitors of Polymerase Eta; 1.2% of 390,000 active; recombinant Pol eta, fluorescent DNA replication assay; Potency, µM (top dose mostly 114 µM), for the others: at the top dose activity change, negative = inhibition, usual class: inhibitors; DNA polymerase eta (Homo sapiens), Q9Y253; note: % is set by controls: 0 for no effect and ±100 for the full control effect
# Target sequence (Q9Y253 whole entry, looked up): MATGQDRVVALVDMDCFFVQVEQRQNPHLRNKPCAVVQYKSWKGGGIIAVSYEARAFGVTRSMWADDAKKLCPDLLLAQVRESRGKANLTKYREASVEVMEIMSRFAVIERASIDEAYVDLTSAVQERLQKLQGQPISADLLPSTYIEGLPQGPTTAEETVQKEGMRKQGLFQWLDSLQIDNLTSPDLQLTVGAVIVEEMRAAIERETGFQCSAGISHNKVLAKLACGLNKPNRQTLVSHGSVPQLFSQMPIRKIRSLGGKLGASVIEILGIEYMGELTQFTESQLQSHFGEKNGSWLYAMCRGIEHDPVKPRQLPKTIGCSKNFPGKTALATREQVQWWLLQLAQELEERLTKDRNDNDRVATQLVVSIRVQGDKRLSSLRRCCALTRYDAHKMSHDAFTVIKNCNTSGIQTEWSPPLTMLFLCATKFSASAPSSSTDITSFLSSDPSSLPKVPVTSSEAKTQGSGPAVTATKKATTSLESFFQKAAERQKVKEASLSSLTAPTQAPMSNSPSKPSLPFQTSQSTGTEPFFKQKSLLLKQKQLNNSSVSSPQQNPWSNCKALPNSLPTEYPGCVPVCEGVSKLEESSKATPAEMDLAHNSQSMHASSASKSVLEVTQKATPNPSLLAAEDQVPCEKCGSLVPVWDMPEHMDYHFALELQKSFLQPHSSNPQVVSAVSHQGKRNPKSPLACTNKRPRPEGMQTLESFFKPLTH
#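 Fluorescent replication assay: 50 nM final substrate added after a 15 min room-temperature compound preincubation with 10 nM enzyme. Signal taken at 0 min and again at 10 min.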
# BLM inh: qHTS Assay for Inhibitors of Bloom's syndrome helicase (BLM); recombinant BLM DNA unwinding, fluorescence dequenching; Potency, µM (top dose mostly 56.1 µM), for inactives: at the top dose activity change, negative = inhibition, hits mostly inhibitors; RecQ-like DNA helicase BLM (Homo sapiens), P54132; 0.2% of 350,000 active;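 note: plate controls were vehicle for no effect and no enzyme for full effect; nearly all actives have a fitted effect of over 35% in size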
# APEX1 inh: qHTS Assay for Inhibitors of the Human Apurinic/apyrimidinic Endonuclease 1 (APE1). 0.35% of 350,000 active. AID 2517, 2012. recombinant APE1, TAMRA/BHQ-2 abasic DNA cleavage fluorescence. Potency, µM (titrated, usually from 65.8 µM), for the others: at the top dose activity change, negative = inhibition, most hits filed as inhibitors;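 note: plate controls were vehicle for no effect and reference inhibitor for full effect; nearly all actives have a fitted effect of over 55% in size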
#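 Enzyme (0.75 nM final) and test compound are incubated 15 min at room temperature before adding 50 nM quenched THF abasic-site duplex. Cleavage dequenches TAMRA, followed at 525/598 nm over three reads one minute apart.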
# Numbers without * were called inactive; u = inconclusive; x = not tested or not shown; & = joins results of further samples; ! = not active in a repeat; [ ] = another dose, or the depositor's remark. Calls come from the whole dose curve; as a rule, active = well fitted curve in the direction sought with a large enough effect; inconclusive = small, poorly fitted or top-dose-only effect, or another doubt; inactive = no such curve, though single readings can be large; an effect the other way counts as inactive or inconclusive. Potency is the fitted concentration of half-maximal effect.
# Labels used below: A = BAZ2B block; B = POLB inh; C = Apoferritin bind; D = G9a block; E = Pol iota inh; F = POLK inh; G = POLH inh; H = BLM inh; I = APEX1 inh
C[C@H]1CN=C(N(C)C)N1CC1CCC(C(C)(C)C)CC1 (stereo partly specified)
  A = -7%	B = x	C = x	D = -1%[12.7 µM]	E = u	F = -4%	G = -8%	H = x	I = 11%

O=C(COC(=O)c1cnc(Cl)c(Cl)c1)NCc1cccs1
  A = 4%	B = 0%	C = -11%	D = 25%[0.0925 µM]	E = 73%[activator]	F = 3%	G = -4%	H = 2%	I = -2%

N#CC(C(=O)Nc1ccc(Cl)cc1)=C1Nc2ccccc2N1
  A = -1%	B = u	C = -8%	D = -5%[59 µM]	E = -5%	F = u	G = u	H = -7%	I = -2%

Cc1ccc[n+](-c2nc3ccccc3nc2C(=C=[N-])C#N)c1
  A = u	B = -9%&4%	C = -6%&-13%	D = 50µM*!	E = 79%&14%[activator]	F = -9%&-5%	G = -22%&10%	H = -3%&-1%	I = 4%&-3%

O=C(NCc1ccco1)/C(=C/c1ccccc1F)NC(=O)c1ccccc1
  A = -9%	B = 10%	C = 4%	D = 25%	E = 26%	F = -8%	G = 10%	H = -1%	I = -15%

COc1ccc(OC)c(NC(=O)COC(=O)CC2CCCCC2)c1
  A = x	B = x	C = x	D = x	E = 1%	F = -6%	G = -18%	H = x	I = 5%

COCCNC(=O)C(c1ccc(C)cc1)N(CCOC)C(=O)CCC(=O)Nc1nccs1 (stereo unspecified)
  A = 12%	B = 21%	C = 9%	D = -5%	E = 4%	F = -2%	G = -11%	H = 0%	I = 0%

O=c1[nH]c(=S)[nH]c2c1C(c1cc([N+](=O)[O-])c(N3CCOCC3)cc1N1CCOCC1)O2 (stereo unspecified)
  A = -16%	B = -2%	C = -2%	D = 45µM*	E = 56%[activator]	F = -3%	G = -14%	H = 4%	I = 4%

c1ccn(-c2ncnc3sc4c(c23)CCCC4)c1
  A = -6%	B = 8%	C = u	D = -3%[59 µM]	E = 10%	F = 0%	G = 4%	H = -2%	I = 4%

Fc1ccc(CNC(=S)NCc2cccc(Cl)c2)cc1
  A = -36%	B = 24%	C = u	D = u	E = 22%	F = -18%	G = -1%	H = -1%	I = 21%

CNC(=O)/C(C#N)=C/c1c(N2CCCCCC2)nc2ccccn2c1=O
  A = 2%	B = 5%	C = 35%[activator]	D = -5%[2.33 µM]	E = 11%	F = -8%[60.1 µM]	G = -8%	H = -1%	I = -3%

O=C(NCc1ccccn1)c1ccc(OC2CCN(Cc3ccccc3O)CC2)cc1
  A = -18%	B = -6%	C = -12%	D = 2%	E = 10%	F = -9%	G = -10%	H = 2%	I = 53%[activator]

Cc1ccc(OCC(=O)N(C)CCc2ccccn2)cc1
  A = u	B = 21%	C = -6%	D = 20%[2.33 µM]	E = 28%	F = 8%	G = -7%	H = 3%	I = -5%

COc1ccc(-n2c(C)cc(C=O)c2C)cc1Cl
  A = 5%[57.1 µM]	B = 2%	C = -22%	D = 13%	E = 0%	F = 1%	G = -18%	H = -5%	I = 1%

O=C(/C=C/c1ccc(Cl)cc1)N1CCN(c2ccccc2[N+](=O)[O-])CC1
  A = u	B = 0%	C = -17%	D = u	E = 123%[activator]	F = -6%	G = -7%	H = -6%	I = -2%

Cc1cc(NC(=O)CSc2ncc(CO)n2Cc2ccc(F)cc2)no1
  A = -16%	B = 19%	C = -4%	D = 7%	E = 25%	F = -5%	G = -5%	H = -1%	I = 17%

O=C(Nc1ccon1)c1ccc(S(=O)(=O)N2CCCCCC2)cc1
  A = -5%	B = -1%	C = 1%	D = 2%	E = 10%	F = -12%	G = -15%	H = -1%	I = -8%

O=c1oc([C@@H](O)c2ccccc2)cc2ccccc12
  A = x	B = x	C = x	D = x	E = 26%	F = -3%	G = -18%	H = x	I = 16%

COC(=O)CCC(=O)N1CCC(CCC(=O)NCc2ccc(F)cc2)CC1
  A = -2%	B = -2%	C = -4%	D = 64%[activator]	E = 31%	F = -2%	G = -18%	H = -2%	I = 18%

Cc1noc(C)c1C(=O)OCC(=O)c1c(N)n(CC(C)C)c(=O)n(C)c1=O
  A = 6%	B = 18%	C = -8%	D = 11%[59 µM]	E = 41%[activator]	F = -14%	G = -12%	H = -4%	I = 0%

Cc1ccc(N2C(=O)NC(NS(=O)(=O)c3ccc(Cl)cc3)(C(F)(F)F)C2=O)cc1C (stereo unspecified)
  A = -9%	B = 8%	C = 7%	D = -25%[59 µM]	E = -24%	F = -21%	G = -13%	H = -1%	I = x

Cc1cc(NS(=O)(=O)c2ccc(NC(=O)c3cc4ccccc4o3)cc2)no1
  A = 3%	B = 43%	C = -12%	D = -19%	E = x	F = x	G = x	H = -2%	I = 16%

COc1ccc(CC(=O)Nc2nccs2)cc1OC
  A = -9%	B = 0%	C = -2%	D = u	E = 10%	F = -12%	G = -14%	H = -6%	I = 0%

O=C(Nc1ccc(C(F)(F)F)cc1)C1CCCN(S(=O)(=O)c2cccc3cccnc23)C1 (stereo unspecified)
  A = -1%	B = 0%	C = u	D = 1%[59 µM]	E = 32%[activator]	F = -4%	G = -26%	H = -3%	I = x

CCOc1ccc(CCNC(=O)C2CCN(c3ccc(N4CCOCC4)nn3)CC2)cc1OCC
  A = -5%	B = 19%	C = 151%[activator]	D = -38%	E = 20%	F = -4%	G = -15%	H = -3%	I = -1%

# Continued:
# Labels used below: A = BAZ2B block; B = POLB inh; C = Apoferritin bind; D = G9a block; E = Pol iota inh; F = POLK inh; G = POLH inh; H = BLM inh; I = APEX1 inh
CCN(C(=O)Cc1c(C(=O)O)n(C)c2ccccc12)c1ccc(F)cc1
  A = 2%	B = 2%	C = -6%	D = 11%	E = 77%[activator]	F = 2%	G = -3%	H = -2%	I = 1%

Cc1nnc(NC(=O)CSc2ccc(-c3ccc(Cl)cc3)nn2)s1
  A = 2%	B = 4%	C = -4%	D = 25%	E = 132%[activator]	F = 0%	G = -7%	H = -9%	I = -3%

COc1ccc(N2CCn3c2nc2c3c(=O)n(CCc3ccccc3)c(=O)n2C)c(OC)c1
  A = -1%	B = 4%	C = -13%	D = u	E = x	F = x	G = x	H = 1%	I = -4%

COc1ccc(/C=C2/SC(=O)N(CCNC(=O)C3CCCN3C(=O)c3cccs3)C2=O)cc1 (stereo unspecified)
  A = -26%	B = -5%	C = -4%	D = u	E = 51%[activator]	F = -4%	G = -15%	H = -7%	I = u

Cn1c(SCc2cc(=O)[nH]c(C(C)(C)C)n2)nnc1C(F)(F)F
  A = -12%	B = 28%	C = 1%	D = u	E = 11%	F = 17%	G = -4%	H = -1%	I = 3%

C=CCSc1nnc(NC(=O)CSc2nc3ccccc3o2)s1
  A = 11%	B = 11%	C = 0%	D = -18%	E = -11%	F = -6%	G = -13%	H = -12%	I = 13%

O=C(Cn1ncc2c3ccccc3n(Cc3ccccc3F)c2c1=O)NC1CC1
  A = -12%	B = 9%	C = -2%	D = 9%[59 µM]	E = 20%	F = -10%	G = -10%	H = -2%	I = 13%

COc1ccc(-c2cc(C(=O)Nc3sc4c(c3C(N)=O)CCC(C)C4)no2)cc1 (stereo unspecified)
  A = 0%	B = 1%	C = 24%	D = -1%[59 µM]	E = -16%	F = 10%	G = -8%	H = -1%	I = x

CCOc1cc(C)c(Cl)cc1S(=O)(=O)NCC1CCCO1 (stereo unspecified)
  A = 1%	B = -29%	C = -6%	D = -1%[59 µM]	E = 1%	F = 1%	G = -9%	H = 1%	I = 0%

FC(F)Sc1nnc(-c2cccs2)n1-c1ccccc1
  A = 8%	B = -16%	C = 5%	D = 13%[12.7 µM]	E = 28%	F = -3%	G = -19%	H = 0%	I = 3%

Cc1ccccc1C(=O)Nc1cc2c(cc1N1CCCCC1)n(C)c(=O)n2C
  A = 25µM*	B = 2%	C = -11%	D = 16µM*	E = 26%	F = -9%	G = -8%	H = -3%	I = x

Cc1cc(NC(=O)CSc2nc3ccccc3c(=O)n2C(C)c2ccccc2)no1 (stereo unspecified)
  A = 7%	B = 1%	C = -12%	D = 9%	E = 6%	F = -5%	G = u	H = -14%	I = 1%

Cc1cc(Cl)ccc1NC(=O)CCn1nc(C)c2c(C)n(-c3ccccc3)nc2c1=O
  A = u	B = -16%	C = -8%	D = -41%[59 µM]	E = -5%	F = 3%	G = -7%	H = -12%	I = x

COc1cccc(C(=O)Nc2nc(-c3ccc(Br)cc3)ns2)c1
  A = -8%	B = 0%	C = 3%	D = -3%[59 µM]	E = 14%	F = -19%	G = -9%	H = -6%	I = x

CC(C)(C)c1ccc2c(c1)C(c1ccc3c(c1)OCO3)CC(=O)O2 (stereo unspecified)
  A = x	B = x	C = -2%[110 µM]	D = 38%	E = -7%	F = 5%&-20%	G = -15%	H = -13%[75.6 µM]	I = -12%&-4%

CCOc1ccccc1N1CC(C(=O)Nc2nccs2)CC1=O (stereo unspecified)
  A = -4%	B = 10%	C = -6%	D = -13%	E = -6%	F = -6%	G = 4%	H = 0%	I = 1%

# Only part of the results is shown, so the mix of outcomes need not match the whole.
